Assay outcomes deposited in PubChem BioAssay by Broad Institute.
C2C12 statin: suppressors of simvastatin-induced myotoxicity in C2C12 myotubes; ATP luminescence, 48 h; scaled: DMSO 0, geranylgeraniol control 100; rescue of ATP level, % at 7.49 µM; 330,000 tested, 0.78% active; AID 602340;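 active = mean ATP rescue above about 67%, or every replicate alone reaching that limit, limit read from the data, passing the limit was not always enough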;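 also: myotubes were challenged with 10 µM simvastatin during compound exposure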
PGC1a acetyl inh: PGC1a acetylation modulation, inhibitor mode. U2OS PGC1a acetylation, AlphaScreen anti-acetyl-lysine; with virally co-expressed GCN5 acetyltransferase. 350,000 tested, 0.17% active. inhibition, % at 15.6 µM. AID 651687;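 active = every replicate shows inhibition of at least 40%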;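 also: 0% = neutral control wells and 100% = positive control wells; some results beyond the cut were filed as inactive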
Cneo AK release: causes C. neoformans cell lysis | adenylate kinase release luminescence, 4 h; normalised: neutral wells 0, clomiphene wells 100 | lysis activity, % at 15 µM | 360,000 tested, 0.2% active;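 active = mean lysis activity across replicates of at least 80%, whatever share of replicates individually reach that level; inactive = mean lysis activity below 80%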
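Material: C. neoformans cells | Amount: Yeast cell density of 5 × 10^6 cells/mL | Medium: Fresh YPD growth medium | Dosing: Single dose | Times: Static 4 h at 37 °C with compound, 1 h detection | Detection: AK luminescence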
PglD inh: blocks C. jejuni PglD acetyltransferase activity | purified PglD enzyme, DTNB colorimetric CoA detection | inhibition, % at 12.5 µM | 360,000 tested, 0.098% active; in the data active = inhibition above about 16%, passing the limit was not always enough; also: strong numbers were not always called active
GSIS activator: primary screen for activators of insulin secretion dependent on glucose, INS-1E cells, GLuc reporter luminescence; activation, % at 16.6 µM; INS-1E GLuc reporter insulin secretion, 2-3 h; 370,000 tested, 0.61% active;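 active = lowest replicate activation of at least 40%, so every replicate reaches that level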;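 also: 0% = median of neutral control wells and 100% = median of IBMX positive control wells; some compounds called inactive have numbers as strong as hits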
FN deposit inh: fibronectin deposition inhibition; AH1F fibroblasts, Alexa488-fibronectin deposition fluorescence, overnight; inhibition, % at 12.6 µM; 350,000 tested, 0.086% active;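 active = mean inhibition across replicates of 30% or more, regardless of how many single replicates reach that level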;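 also: positive control wells lacked labelled fibronectin entirely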
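Material: AH1F fibroblasts assembling fluorescent fibronectin matrix; amount: 10000 AH1F cells/well; medium: DMEM, 2% serum; reagent: Alexa488-fibronectin, 24 nM final in well; dosing: single compound dose, delivered by pin transfer; incubation: 1 h adhesion, overnight exposure; detection: fluorescence after three HBSS washes, excitation 485 nm, emission 525 nm; measure: fibronectin deposition inhibition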
F508del corr: correctors of CFTR F508del function in bronchial epithelial cells; CFBE cells, YFP halide quenching; stimulated with forskolin plus potentiator P3; % fluorescence drop versus neutral controls; activity (quench increase), % at 7.58 µM; 350,000 tested, 0.36% active;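 active = mean added fluorescence quench of at least 8% versus neutral control, with both replicates also reaching 8%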;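 also: cells transiently co-express mutant CFTR-F508del with the halide-sensitive YFP; corrector assay measuring rescue of mutant channel to the surface after 24 h compound exposure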
miR-122 sensor: miR-122 inhibition in Huh7 cells; AID 602342; Huh7 miR-122 Renilla luciferase sensor, 48 h; neutral wells = 0, positive control = 100; activation (reporter increase), % at 12.5 µM; 340,000 tested, 0.3% active;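 active = mean replicate activation score at least 90 and every replicate individually at or above 90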;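 also: higher luciferase means less miR-122 activity so hits act as miR-122 inhibitors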
* = called active by the depositor; · = no result given; & = joins results of further samples; [ ] = another dose, or the depositor's remark. An unsorted share of the library (roughly 2.1% active in at least one column).

structure	miR-122 sensor	Cneo AK release	PglD inh	F508del corr	FN deposit inh	GSIS activator	PGC1a acetyl inh	C2C12 statin
CCN(CC)C(=O)c1nc[nH]c1C(=O)N1CCN(C(=O)OC(C)(C)C)CC1	1	1	1	4.0	-3	·	0	-1
COC(=O)c1c(C)[nH]c(C(=O)OCC(=O)c2c(N)n(CC(C)C)c(=O)n(C)c2=O)c1C	3	-4	7	-1.2	-10	·	-17	21
CCCOc1cccc(C(=O)Nc2ccc3c(c2)OCCO3)c1	9	-10	4	2.6	-3	-11	-11	-40
Cn1c(N)c(C(=O)COc2ccc(C#N)cc2)c(=O)n(C)c1=O	-2	·	·	·	3	5	-3	17
C[C@@H]1CN([C@@H](C)CO)C(=O)c2cc(-c3cccc(F)c3)cnc2O[C@H]1CN(C)Cc1ccncc1	-3[16.7 µM]	-2	2	-0.9	·	0	-5	-16
N#CCCN1CCN(S(=O)(=O)c2ccc(S(=O)(=O)NCc3ccccc3)cc2)CC1	·	1	-3	-1.9	10	-8	·	1
COc1cccc(C(=O)NNC(=O)c2ccc(NS(=O)(=O)c3cccs3)cc2)c1OC	-6	4	1	0.5	-12	5	·	-25
COc1ccc(S(=O)(=O)Nc2ccc3c(c2)C(=O)N([C@H](C)CO)C[C@H](C)[C@H](CN(C)Cc2ccccc2)OCCCC[C@H](C)O3)cc1	-6[16.7 µM]	2	0	-0.1	-7	-8	-7	·
O=C(Nc1ccccc1Oc1ccccc1)C1CC1	-4	1	-3	·	·	·	-3	·
COc1ccccc1CNC(=O)COC(=O)c1cc([N+](=O)[O-])ccc1N1CCOCC1	-1	-1	-8	1.5	5	-8	-4	·
O=C(O)C1=C[C@@H](C2CCCCC2)C[C@@H](OCCCCO)O1	-1	-1&1	6&10	2.3&-1.4	2	·	1	-4
CC1(C)Cc2cccc(OCC(=O)NCc3ccccc3)c2O1	·	2	3	1.5	-3	-7	·	1
CCCc1nc(SCC(=O)NNC(=O)C2CCCCC2)c2ccccc2n1	3	0	7	·	·	33	-7	9
CCCNC(=O)N(C)C[C@@H]1Oc2ncc(-c3ccccc3F)cc2C(=O)N([C@@H](C)CO)C[C@H]1C	11[16.7 µM]	-4	-3	2.7	-2	3	11	15
CN1CCN(C(=O)c2ccc3c(c2)N(C)C(=O)/C(=C/c2cccc(Cl)c2)S3)CC1	-6	6	4	-1.7	7	-15	-1	-2
CC1CCCCC12NC(=O)N(CC(=O)NCc1ccco1)C2=O (stereo not given)	-3	2	-4	-1.4	6	-12	-5	0
Cc1ccnc(Nc2nc(-c3ccc(O)cc3O)cs2)c1	12	-5	-3	-0.7	-10	-8	-11	-6
COc1ccc(-n2c(C)c(C)c3c(NCCO)ncnc32)cc1	4	-8	2	·	·	·	-6	0
CCCCOc1ccccc1C1NC(=O)NC(C)=C1C(=O)OCc1ccco1 (stereo not given)	-2	-1	1	-0.3	·	7	13	20
CCOc1cc(/C=C2\C(=N)N3N=CSC3=NC2=O)ccc1OS(=O)(=O)c1ccccc1	1	2	2	-1.4	-5	-5	·	-2
CC(C)Cc1nc2sc3c(SCC(N)=O)ncnc3c2c2c1CCC2	-7	-7	-1	2.9	0	7	5	-17
Cc1ccc2cc3c(N)[nH]nc3nc2c1	5	·	-5	·	5	1	9	·
COc1ccc2c3c([nH]c2c1)[C@H](CO)N(CC1CC1)CC31CN(C(=O)NC2CCCC2)C1	·	·	·	1.7	2	2	-2	·
C[C@@H]1CCCCO[C@@H](CN(C)C(=O)Nc2ccccc2)[C@H](C)CN([C@@H](C)CO)C(=O)c2cc(N(C)C)ccc2O1	-6[16.7 µM]	-2	2	0.4	·	-6	-4	-32
O=C(Nc1ccccc1N1CCOCC1)c1cccc2ccccc12	-1	0	-1	-0.2	3	-28	1	8
CN(C(=O)COC(=O)c1ccc(S(=O)(=O)N2CCCCCC2)cc1)c1ccccc1	-3	1	-3	-1.6	·	-24	-3	10
Clc1ccc(OCc2nc(-c3ccncc3)no2)c(Cl)c1	-2	-15	-8	·	-14	·	-2	9
C[C@@H]1CN([C@H](C)CO)S(=O)(=O)c2ccc(C#CC3(O)CCCC3)cc2O[C@@H]1CN(C)C(=O)Nc1ccc(F)cc1	54[16.7 µM]	-6	1	-1.4	·	-7	-12	·
O=C(COC(=O)CCc1ccc(S(=O)(=O)N2CCOCC2)cc1)Nc1ccc(Cl)cn1	-2	0	1	·	3	·	3	0
COc1ccc(CNS(=O)(=O)c2ccc3c(c2)C(C)(C)C(=O)N3C)cc1	4	2	-7	-1.2	-11	6	19	7
CCOC(=O)C(C(=O)OCC)C(=O)c1cccc2ccc3ccccc3c12	13	2	-1	0.7	9	·	-7	5
Cc1cccc(Cn2ccc(-c3ccc(Cl)cc3)c(C#N)c2=O)c1	-1	2	4	·	·	95*	7	-4
COc1ccccc1-c1ccc2n(c1=O)C[C@H]1[C@H](CO)[C@@H](C(=O)Nc3nccs3)N(CC3CC3)[C@@H]21	-1[16.7 µM]	0	0	-3.3	·	1	·	-1
COCCNC(=O)C(c1ccco1)N(C(=O)Cn1nnc2ccccc21)c1ccccc1C (stereo not given)	3	0	-1	·	-2	·	5	3
O=C(COC(=O)CC1CC2CCC1C2)NCc1ccc(Cl)cc1 (stereo not given)	-7	2	9	1.8	·	·	-7	11
Cc1ccc(CCCNC(=O)C2CCC(=O)N(Cc3cccc(F)c3)C2)cc1 (stereo not given)	0	1	-2	1.1	-6	1	-5	38
C[C@H]1CN([C@@H](C)CO)C(=O)c2cc(-c3ccccc3)cnc2O[C@@H]1CN(C)Cc1cccnc1	-2[16.7 µM]	8	-1	-2.6	-15	10	4	25
CCN1C(=O)[C@@H]2[C@@H](c3ccc(-c4ccccc4)cc3)N3CCCC[C@@]3(C(=O)OC)[C@@H]2C1=O	-1	0	0	-1.7	11	·	4	13
Cc1ccc(C(=O)COC(=O)c2ccc(-c3cnc4ccccc4n3)cc2)cc1C	3	-3	3	-3.4	8	4	·	·
O=C(N[C@H]1CC[C@@H](CCNS(=O)(=O)c2ccc(Cl)cc2)O[C@@H]1CO)c1cccc(F)c1	·	-8	-2	-3.2	·	2	2	-2

Profiles from above:
Cc1ccc(CCCNC(=O)C2CCC(=O)N(Cc3cccc(F)c3)C2)cc1 (stereo not given) reads miR-122 sensor = 0; Cneo AK release = 1; PglD inh = -2; F508del corr = 1.1; FN deposit inh = -6; GSIS activator = 1; PGC1a acetyl inh = -5; C2C12 statin = 38
Cc1ccc2cc3c(N)[nH]nc3nc2c1 reads miR-122 sensor = 5; Cneo AK release = ·; PglD inh = -5; F508del corr = ·; FN deposit inh = 5; GSIS activator = 1; PGC1a acetyl inh = 9; C2C12 statin = ·

Carrying on.
structure	miR-122 sensor	Cneo AK release	PglD inh	F508del corr	FN deposit inh	GSIS activator	PGC1a acetyl inh	C2C12 statin
CCN1C(=O)[C@@H]2[C@@H]3CN(S(=O)(=O)c4ccc(C)cc4)[C@@H](c4ccccc4Cl)[C@@H]3C(=O)C[C@@H]2C1=O	3	2	-1	4.3	0	·	-28	-2
O=C(C[C@@H]1C[C@H]2c3cc(NC(=O)c4ccc5c(c4)OCO5)ccc3O[C@H]2[C@H](CO)O1)NCCN1CCCCC1	-2[16.7 µM]	10	1	0.9	4	0	-6	2
COc1ccccc1OCC(=O)Nc1ccc(S(=O)(=O)Nc2nccs2)cc1	·	-3	-4	1.3	-1	26	·	-3
O=C1CCN(Cc2ccccc2)C=C1c1ccc(Br)cc1	-4	0	-2	0.7	18	-27	10	-3
CCCCNC(=S)N1CCC(Cc2ccccc2)CC1	3	0	0	-1.0	-5	-34	1	·
CN1/C(=C\C(=O)CN2C(=O)NC3(CCCCCC3)C2=O)C(C)(C)c2ccccc21	-8	3	2	·	3	·	-18	·
COc1cc2nc(NC(=O)c3ccco3)sc(=O)c2cc1OC	·	-4	-11	·	4	9	-46	·
O=C(Nc1nc2cc3c(cc2s1)OCCO3)c1cccs1	5	·	·	-0.4	-7	9	·	-22
Cc1ccc(Sc2cc(C(=O)NCCCN(C)C)c3ccccc3n2)cc1	·	0	1	-5.2	-9	12	·	-8
COc1ccccc1-c1ccccc1[C@@H]1[C@H](C#N)N(C(=O)C2CC2)[C@H]1CO	·	·	·	1.3	2	-5	-3	·
CCC(CC)C(=O)N(C)c1c(C)nc2c(OCc3ccccc3C)cccn12	-17	1	3	-2.0	-11	·	-1	1
Cn1ccc2c(-c3ccc(C(N)=O)cc3)cc3c(c21)C1CCC3C1 (stereo not given)	-3	-2	0	1.0	-2	-9	-9	-29
C/C=C/c1ccc(C2[C@H]3CNC[C@@H]2N3C(=O)NC2CCCCC2)cc1 (stereo not given in full)	·	·	·	-3.8&3.9	-1&-8	-21&4	0	·
N#Cc1ccsc1NC(=O)CSc1ncnc2ccccc12	16	-3	1	·	·	·	-5	21
O=C(c1ccc(Cl)cc1)N1CCc2ccccc21	-1	1	15	1.4	1	-4	·	-3
CC(=O)Nc1ccc(NC(=O)c2cc(-n3cnnc3)ccc2Cl)cc1	-4	-1	3	-13	-12	-1	-11	11
CCn1cc(C(=O)N2CCN(C(=O)c3ccco3)CC2)c2cc(OC)c(OC)cc2c1=O	-2	-1	1	·	14	·	-5	8
Cc1ccn(C(=O)c2cc3cc(Cl)ccc3oc2=O)n1	-4	5	1	·	·	·	-6	-13
CC(C)CN1CCN(Cc2ccc3ncccc3c2)CC1CCO (stereo not given)	·	-2	-8	1.3	-12	·	-6	·
O=C(c1cnccn1)N1CC(=O)N2[C@H](C1)[C@@H](c1ccc(C#CC3CCCCC3)cc1)[C@@H]2CO	·	·	·	-0.8	-1	1	-5	·
NC(=O)NC(CC(=O)OCC(=O)NC(=O)NCc1ccco1)c1ccc(Cl)cc1 (stereo not given)	3	4	1	·	·	·	-6	-9
COc1ccc(-n2c(=S)[nH]c3cc(C(=O)NCc4ccccc4OC)ccc3c2=O)c(OC)c1	-14	·	·	0.7	3	-21	·	-2
CCOC(=O)C(=O)Nc1ccc(Oc2ccccc2)cc1	·	61	-1	-2.7	5	-12	·	·
Cc1cc([N+](=O)[O-])nn1CC(=O)Nc1sc2c(c1C(N)=O)CCCC2	3	1	-1	-1.4	-1	-5	·	9
CC(C)Cc1ccc(CN2CCCC(NC(=O)CCN3CCCO3)C2)cc1 (stereo not given)	·	-2	4	-0.2	-9	9	·	-3
Cc1ccc2[nH]c(=O)c(CN(CCc3ccccc3)C(c3nnnn3Cc3ccco3)C(C)C)cc2c1 (stereo not given)	1	-1	3	0.3	-3	-4	-9	·
CCC(=O)N(C)C[C@H]1Oc2ncc(-c3cccc(OC)c3)cc2C(=O)N([C@@H](C)CO)C[C@H]1C	0[16.7 µM]	4	1	1.1	6	3	-2	3
C[C@H]1CN([C@@H](C)CO)C(=O)c2cc(NS(=O)(=O)c3ccc(F)cc3)ccc2O[C@@H]1CN(C)S(=O)(=O)c1ccccc1	16[16.7 µM]	105*	1	-2.1	·	-8	-14	20
CCSc1nnc(Cn2c(=O)sc3ccccc32)n1C	-3	-6	-5	0.4	-1	1	5	-1
Cc1nc2ccc(-c3nc4ccccc4o3)cc2[nH]1	-7	-10	8	·	-4	·	-1	8
